ATG4B inh = blocks human ATG4B protease cleavage of LC3 substrate; ATG4B cleavage of LC3-PLA2, NBD-HPC fluorescence, 1 h; hit rate 0.51% among 340,000; Q9Y4P1; inhibition, % at 8.33 µM; in the data active = inhibition above about 40%
* marks the source's active call; other numbers are inactive results. The list is partial; rates above refer to the full screens.

SMILES,ATG4B inh
O=C(CCCC(=O)NN=Cc1ccccc1Cl)NN=Cc1ccccc1Cl,-12.3
Cc1cc(C(=O)Nc2ccccc2C(=O)O)ccc1NC(=O)COc1ccccc1Cl,10.6
COc1ccc(N2C(=O)[C@@H]3[C@H](C2=O)[C@H]2c4ccccc4C=CN2[C@@H]3C(C)=O)cc1,-3.5
C=C(C)[C@@H]1CC=C(CO)CC1,3.9
Cn1c(=O)c2[nH]c(Cc3cccc(O)c3)nc2n(C)c1=O,2.2
COc1ccc(-c2c[n+]3c4n2CCCCC4=C(c2ccc(Br)cc2)C3)cc1,8.0
O=C(Cc1ccccc1[N+](=O)[O-])NCC1(c2cccc3c2OCO3)OCCO1,-3.9
Cc1cc(-c2ccccc2)c(C#N)c(=S)[nH]1,16.1
CC(C)OC(=O)c1ccc(NCc2cc(O)ccc2O)cc1Cl,-1.5
CCCCN1CC(COC)Oc2cccc(F)c2S1(=O)=O (stereo not drawn),-0.8
COc1cc2c(c(OC)c1OC)-c1ccc(OC)c(=O)cc1C(N)CC2 (stereo not drawn),-3.8
CCOc1ccc(C(=O)C(CCC(CN(C)C)C(=O)c2ccc(OCC)cc2)CN(C)C)cc1 (stereo not drawn),1.4
O=C(CN1CCCCC1)Nc1ccc(S(=O)(=O)c2ccc(NC(=O)CN3CCCCC3)cc2)cc1,2.8
COc1cc(C2c3cc4c(cc3OC(NCc3ccccc3)C2C)OCO4)cc(OC)c1OC (stereo not drawn),-1.7
O=C(c1cccc(S(=O)(=O)NCc2ccccc2)c1)N1CCN(c2ccccc2Cl)CC1,-2.8
C=CCc1cc(C=Nc2ccc(N3CCOCC3)cc2)cc(OCC)c1O,8.9
O=S(=O)(O)C(c1ccccc1)C1(O)CCCCC1 (stereo not drawn),-3.4
COc1cc(S(=O)(=O)N2CCN(C(=O)c3ccccc3F)CC2)c(OC)cc1NC(C)=O,-7.7
CCOc1ncccc1C(=O)N1CCN(c2cccc(C)c2C)CC1,-1.5
CCC1(C)COC(c2ccc(OC)c(OC)c2)OC1 (stereo not drawn),1.3
Cc1ccc(-c2noc(CC(=O)c3ccc([N+](=O)[O-])cc3)n2)cc1,12.0
O=C(Cc1cccc(NC(=O)C2CCN(S(=O)(=O)c3cccc([N+](=O)[O-])c3)CC2)c1)Nc1cccc(C(=O)N2CCOCC2)c1,-12.4
CCCC1=Nc2cc(C(=O)NCc3ccco3)ccc2Sc2ccccc21,40.2*
CCN(CC)c1ccc(-c2nn3c(-c4cccnc4)nnc3s2)cc1,6.4
COc1cc(/C=C2\C(=N)N3N=C(S(C)(=O)=O)SC3=NC2=O)ccc1OCCOc1ccccc1C,37.8
Cc1ccc2c(C)c(C(=O)Nc3cccnc3)oc2c1C,-2.8
CN(C)CCN=c1cc(-c2ccccc2)oc2ccc(Cl)cc12,-8.1
C[n+]1cccc2cccc([O-])c21,-6.8
O=C(O)C(Cc1ccnc2ccccc12)=NO,5.4
CC(C)C[C@@H](CNCC(=O)[C@H](C)NC(=O)c1[nH]cnc1C(=O)N[C@@H](C)CN)NC(=O)c1nc[nH]c1C(=O)N[C@@H](CO)C(=O)O,1.8
O=C(CN(Cc1ccco1)C(=O)CNS(=O)(=O)c1ccccc1)NC1CCCCC1,0.9
CSc1nc(N)c2cn[nH]c2n1,-7.2
CN(C(=O)c1ccc(NC(=O)Cc2ccc(NC(=O)C3CCN(C(=O)c4ccccc4)CC3)cc2)cc1)C1CCCC1,-15.9
Cc1ccc(NC(=O)C(c2ccc(Cl)cc2)N2CCCCC2)cc1 (stereo not drawn),2.6
O=C(c1ccccc1)c1ccc(OCC(O)CNCc2ccc(F)cc2)cc1 (stereo not drawn),11.4
NC(=O)C1CCN(C(=O)c2cc(S(=O)(=O)N3CCN(c4ccccc4)CC3)ccc2Cl)CC1,-0.1
Cc1nnc(SCCn2c(N3CC(C)CC(C)C3)nc3c2c(=O)n(C)c(=O)n3C)s1 (stereo not drawn),-1.8
CCC1=NN2C(=N)/C(=C\c3ccc(OCc4cc(=O)n5nc(CC)sc5n4)c(OC)c3)C(=O)N=C2S1,2.8
O=c1ncn(C2CCCCC2)c(=O)[nH]1,4.3
COc1ccccc1C1OCC(C)([N+](=O)[O-])CO1 (stereo not drawn),6.5
CCN(CC)c1ccc(NC(=O)c2ccc(NC(=O)C3CCCO3)cc2)c(C)c1 (stereo not drawn),-11.1
Cc1ccc(S(=O)(=O)Nc2ccccc2N=Cc2c(F)c(F)c(F)c(F)c2F)cc1,12.8
CC(C(=O)N1CCc2ccccc21)N1CCN(S(=O)(=O)c2ccc3c(c2)OCCCO3)CC1 (stereo not drawn),-6.3
Cc1ccc(S(=O)(=O)Oc2cccc([N+](=O)[O-])c2)cc1,0.1
O=[N+]([O-])c1ccccc1N=NNc1ccccc1,7.5
CC1(C)CCC(=O)N2CC[C@H]3c4cc5ccccc5nc4C[C@@H]1[C@H]32,-2.5
C=CCOc1ccc(/C=C2\SC(=S)N(C(C(=O)O)c3ccccc3)C2=O)cc1 (stereo not drawn),7.7
Fc1cccc(NC(=S)NNc2c3ccccc3nc3ccccc23)c1,-8.9
COc1cc(OC)cc(-c2nc(-c3cc4cc(C)ccc4nc3OC)no2)c1,-8.8
CN(C)Cc1cc(C(F)(F)F)ccc1C(O)(c1ccccc1)c1ccccc1,-4.1

Three entries out of the list, sorted by molar mass, rising.
SMILES,ATG4B inh
CN(C)Cc1cc(C(F)(F)F)ccc1C(O)(c1ccccc1)c1ccccc1,-4.1
CCN(CC)c1ccc(NC(=O)c2ccc(NC(=O)C3CCCO3)cc2)c(C)c1 (stereo not drawn),-11.1
CC(C(=O)N1CCc2ccccc21)N1CCN(S(=O)(=O)c2ccc3c(c2)OCCCO3)CC1 (stereo not drawn),-6.3

Further compounds
Compound | ATG4B inh
CC(=O)Nc1ccc2c(c1)Cc1c(F)cccc1-2 | -17.4
CC1CN(C(=S)Nc2ccccc2)C(C)CN1C=O (stereo not drawn) | -1.8
CCN(CC)CCSc1nc2c([nH]1)c(=S)n(C)c(=O)n2C | -3.3
COc1cc(C(=O)c2cocc2C(=O)c2ccc3c(c2)OCO3)cc(OC)c1OC | -5.5
Cc1cc(-c2ccccc2)n(-c2cc(N/N=C/c3ccccc3O)ncn2)n1 | 14.6
O=S(c1ccccc1)c1ccccc1 | -7.0
Cc1ccc2cc(CN(CCN3CCOCC3)C(=O)NCc3ccccc3)c(=O)[nH]c2c1C | -5.0
CCCC1Nc2ccc(C(=O)O)cc2C2C=CCC12 (stereo not drawn) | 18.2
CN1CCS/C1=C/C=C1/SC(=S)N(Cc2ccccc2)C1=O | 82.0*
CC12CCC(=O)C=C1C(F)CC1C2C(O)CC2(C)C1CCC2(O)C(=O)CO (stereo not drawn) | 1.3
C[C@@H]1ON(C)[C@H]2C[C@H]3c4cc(N5CCN(C)CC5)ccc4CCN3C(=O)[C@@H]12 | -6.5
CCCOc1ccc(C(=O)CCC(=O)OCC(=O)N(CC)c2c(N)n(Cc3ccccc3)c(=O)[nH]c2=O)cc1 | -10.3
O=c1oc2c(CN3CCCCC3)c(O)ccc2cc1-c1nc2ccccc2[nH]1 | -0.2
CCCN(C(=O)c1cc(S(=O)(=O)N(C)c2ccccc2OC)ccc1C)C1CCS(=O)(=O)C1 (stereo not drawn) | 1.4
COC(=O)C1CC2=C(CC(C)(C)CC2=O)N(c2ccccc2)C1=O (stereo not drawn) | -3.7
COc1ccc(C)cc1N=Nc1ccc(O)c2ncccc12 | 8.0
Cc1nc(N)nc(N(C)c2ccccc2)c1Br | -1.4
Clc1nc(NC2CCCCC2)c2cn[nH]c2n1 | -0.9
Cc1[nH][nH]c(=O)c1C(c1c(C)[nH][nH]c1=O)c1cn(Cc2ccc(Cl)c(Cl)c2)c2ccccc12 | 29.9
COc1ccc(CN2CCC3CC2c2cc(-c4cccc(C)c4)ccc23)cc1 (stereo not drawn) | 2.1

Of the compounds above, these contain bromine.
Compound | ATG4B inh
COc1ccc(-c2c[n+]3c4n2CCCCC4=C(c2ccc(Br)cc2)C3)cc1 | 8.0
Cc1nc(N)nc(N(C)c2ccccc2)c1Br | -1.4

(further entries)
Compound | ATG4B inh
COc1ccc(C(=O)/C=C/C(=O)N(CC(=O)NC2CCCCC2)Cc2ccccc2)c(O)c1 | -3.7
Nc1ncnc2c(C3OC(CO)C(O)C3O)c[nH]c12 (stereo not drawn) | -8.1
C=C(C)CSc1nnc2n(Cc3ccccc3)c(=O)c3c4c(sc3n12)CCC4 | -6.4
CC(C)(C)C(=O)C(C(c1ccccc1)N1CCOCC1)N1CCOCC1 (stereo not drawn) | 6.7
COc1nc(NC2OC(CO)C(O)C(O)C2O)c(N)c(=O)[nH]1 (stereo not drawn) | -11.6
CNC(=S)N=Nc1c(O)[nH]c2ccc(C(C)C)cc12 | -12.0
CC1C(c2ccccc2)N(C)C(c2ccccc2)CC1(O)c1ccc(F)cc1 (stereo not drawn) | -4.8
CC(C)C[C@@H](CNCC(=O)[C@H](CC(C)C)NC(=O)c1[nH]cnc1C(=O)N[C@@H](C)CN)NC(=O)c1nc[nH]c1C(=O)N[C@@H](C)C(=O)O | -1.6
C(=NN1CCCCCC1)c1ccc2c(c1)OCO2 | -0.3
COc1ccc(N(C(=O)CCl)C(C(=O)NCCc2ccccc2)c2cccs2)cc1Cl (stereo not drawn) | -3.1
NC1(C(=O)O)CCCCC1c1ccccc1 (stereo not drawn) | -2.1
Cc1ccccc1Oc1ccc2c(c1)[C@@H]1C[C@H](N(C)C(=O)Nc3cc(Cl)cc(Cl)c3)[C@H]([C@H](C)O)C(=O)N1CC2 | -3.4
COc1ccc(S(=O)(=O)N2CCCCC2)cc1NC(=O)CCC(=O)N1CCC(c2ccccc2)=N1 | -6.5
COc1cc2cc(C)c(Br)c(OC)c2cc1OC | 8.2
CCOCC(=O)NC1CCc2cc(OC)c(OC)c(OC)c2-c2ccc(SC)c(=O)cc21 (stereo not drawn) | 4.4
C/C=N/N(c1ccccc1)c1ccccc1 | 8.6
Cc1csc(SCc2nc3sc4c(c3c(=O)[nH]2)CCC4)n1 | 4.8
O=C(CCl)N1c2ccccc2Sc2c1ccc1ccccc21 | 7.6
Cc1cc(-c2ccc(NS(=O)(=O)c3ccccc3)c(C)c2)ccc1NS(=O)(=O)c1ccccc1 | 17.2
CCCN1CCN(C(=O)Cn2nc(C)n3c(cc4c(OC)cccc43)c2=O)CC1 | 2.2
S=C(Nc1ccc(Br)cc1)N1CCn2cccc2C1c1cccnc1 (stereo not drawn) | -5.8
C=CC(=O)N1C/C(=C/c2ccc(Cl)cc2)C(=O)/C(=C\c2ccc(Cl)cc2)C1 | 3.0
COc1cc(C=NOC(=O)Nc2ccccc2)cc(OC)c1OC | -7.1
O=C1CCC(CCc2nc3ccccc3[nH]2)(c2ccccc2)C(=O)N1 (stereo not drawn) | -4.1
Cc1ccc(N(O)C(C)(C)C)cc1 | 6.1
CN(C)S(=O)(=O)c1cccc(NC(=S)Nc2cccc3cnccc23)c1 | -6.9
O=C(Cc1cccc(NC(=O)C2CCCN(C(=O)C3CCC3)C2)c1)Nc1cccc(C(=O)N2CCOCC2)c1 (stereo not drawn) | -10.7
CCC(=O)N1CCc2cc(Br)c(S(=O)(=O)CCC(=O)NCCOC)cc21 | -1.4
CN1C[C@@H]2[C@@H]3C(=O)N(Cc4ccccc4)C(=O)[C@@H]3[C@](Cc3ccccc3)(C1=O)N2C(=O)c1ccccc1 | -4.3
Cn1ncc2c(NCCc3ccccc3)nc(Cl)nc21 | -9.3
Cc1ccc(NC(=O)CCC(=O)c2ccc(Br)cc2)cc1 | -2.3
Cc1sc2nc3c(SC(C)C(=O)O)cc(C(=O)c4ccccc4O)cn3c(=O)c2c1C (stereo not drawn) | 52.1*
CC(C)Cn1c(/C=N/Nc2nc3ccccc3[nH]2)nc2ccccc21 | 23.6
CC(=O)Nc1ccc(/C(N=Nc2ccccc2)=N/N=C(N)N)cc1 | -8.8
CC(=CC(=O)c1ccccc1)c1ccccc1 | 2.6
COc1cc(C2Oc3ccccc3C=C2[N+](=O)[O-])cc(OC)c1OC (stereo not drawn) | -2.4
O=C(O)CNC(=O)C1(N2C(=O)c3ccccc3C2=O)CCCC1 | -4.0
Cc1ccc(/C=C/C(=O)Nc2ccc([N+](=O)[O-])c(NC(=O)/C=C/c3ccc(C)o3)c2)o1 | 11.5
CCN(c1ccccc1)S(=O)(=O)c1cccc(C(=O)N(C)CC(=O)Nc2ccc(F)c(F)c2F)c1 | -2.9
CC(C)(C)OC(=O)N(Cc1ccccc1)Cc1ccccc1OCc1cccc(NC(=O)C2CC2)c1 | 11.6

Next part; the last 5 above are carried over.
Compound | ATG4B inh
COc1cc(C2Oc3ccccc3C=C2[N+](=O)[O-])cc(OC)c1OC (stereo not drawn) | -2.4
O=C(O)CNC(=O)C1(N2C(=O)c3ccccc3C2=O)CCCC1 | -4.0
Cc1ccc(/C=C/C(=O)Nc2ccc([N+](=O)[O-])c(NC(=O)/C=C/c3ccc(C)o3)c2)o1 | 11.5
CCN(c1ccccc1)S(=O)(=O)c1cccc(C(=O)N(C)CC(=O)Nc2ccc(F)c(F)c2F)c1 | -2.9
CC(C)(C)OC(=O)N(Cc1ccccc1)Cc1ccccc1OCc1cccc(NC(=O)C2CC2)c1 | 11.6
CN1\C(=C/C=C/C=C/C=[N+](C)C)C(C)(C)c2ccccc21 | 11.0
S=c1c2[nH]cnc2ncn1CCSc1ncnc2nc[nH]c12 | 6.3
CCCN(CC(=O)Nc1ccccc1C)C(=O)C1CC(=O)N(c2ccccc2OCC)C1 (stereo not drawn) | -8.9
Cc1cccc(-c2oc3ccccc3c2-c2ccc3c(c2)OCO3)c1 | 12.1
Cc1ccc(C)c(C(=O)COC(=O)c2cc([N+](=O)[O-])ccc2NCCO)c1 | 2.8
CC1CCN(C(=O)c2ccccc2NC(=O)c2cccc(S(=O)(=O)N3CCOCC3)c2)CC1 | -16.4
C[C@H](O)[C@@H]1C(=O)N2CCc3ccc(N4CCOCC4)cc3[C@@H]2C[C@@H]1N(C)S(=O)(=O)c1ccccc1 | -4.0
c1ccc(-c2nnc3nc(N4CCCCC4)nc(N4CCCCC4)n23)cc1 | 4.8
Cc1cc2nnc(SCc3ccc4c(c3)OCO4)n2c2ccccc12 | -3.9
O=C(CC(=O)c1ccccc1)CS(=O)(=O)c1ccccc1 | -4.6

Source: PubChem (Sanford-Burnham Center for Chemical Genomics)
